Shiga toxin inh – A qHTS for Small Molecule Inhibitors of Shiga Toxin. hit rate 9.2% among 290,000. AID 2315, 2010. inhibition, % at 38.7 µM. Vero cells, Shiga toxin protein synthesis inhibition reporter; in the data active = inhibition mostly above about 28%, no sharp cut-off; inactive = mostly below about 43%; note: 0% is about no effect
HCMV inh – qHTS Assay for inhibitors of the human cytomegalovirus (HCMV). hit rate 4.5% among 410,000. HFF cells, HCMV-luciferase reporter, 72 h; active compounds read low. activity change, negative = inhibition, % at 57.5 µM; in the data active = activity change below about -60%; inconclusive = no clear call, values can overlap the other calls; inactive = above about -39%; note: % is set by controls: 0 for no effect and ±100 for the full control effect
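Inhibition of viral replication was scored as loss of reporter luminescence in HFFs infected with HCMV-luciferase (MOI 1 PFU/cell) for 72 h; compounds tested at 2 doses, normalized to buffer and Salinomycin controls.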
FBPA Giardia inh – qHTS Assay for Inhibitors of Fructose-1,6-bisphosphate Aldolase from Giardia Lamblia; Potency, µM (doses to about 59.6 µM), for the others: top-dose activity, negative = inhibition, hits mostly inhibitors; purified Giardia FBPA; A8B2U2; AID 2451, 2010; hit rate 0.71% among 290,000; note: potency is the fitted concentration of half-maximal effect; % is set by controls: 0 for no effect and ±100 for the full control effect; nearly all actives have a fitted effect of over 55% in size
Target sequence (A8B2U2 whole entry, looked up): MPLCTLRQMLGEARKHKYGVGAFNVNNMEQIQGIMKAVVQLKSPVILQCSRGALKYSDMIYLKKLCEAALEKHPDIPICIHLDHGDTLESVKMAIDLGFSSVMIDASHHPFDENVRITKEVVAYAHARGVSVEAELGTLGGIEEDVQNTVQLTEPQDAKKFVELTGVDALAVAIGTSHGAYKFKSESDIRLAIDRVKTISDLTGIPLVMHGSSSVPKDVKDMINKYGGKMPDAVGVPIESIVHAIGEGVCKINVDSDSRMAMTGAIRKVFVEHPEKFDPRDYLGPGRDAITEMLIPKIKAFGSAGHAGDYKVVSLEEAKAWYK
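Giardia FBPA (40 nM reagent) was preincubated 10 min at RT with compound (up to 57.5 uM final), then substrate plus GAPDH/TPI/NAD/arsenate coupling system with diaphorase/resazurin was added; resorufin fluorescence (525/598 nm) was read after 20 min.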
AmpC detergent – qHTS Inhibitors of AmpC Beta-Lactamase (assay with detergent); P00811; AmpC hydrolysis of nitrocefin, absorbance 480 nm, 0.01% Triton; hit rate 0.041% among 370,000; AID 485294, 2010; Potency, µM (doses to about 114 µM), inactives show top-dose activity change, negative = inhibition, usual class: inhibitors;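 note: potency is the fitted concentration of half-maximal effect; 0% = no-compound wells and -100% = no-enzyme wells; nearly all actives have a fitted effect of over 25% in size; some results filed as inactive show a strong effect at the top dose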
Target sequence (P00811 whole entry, looked up): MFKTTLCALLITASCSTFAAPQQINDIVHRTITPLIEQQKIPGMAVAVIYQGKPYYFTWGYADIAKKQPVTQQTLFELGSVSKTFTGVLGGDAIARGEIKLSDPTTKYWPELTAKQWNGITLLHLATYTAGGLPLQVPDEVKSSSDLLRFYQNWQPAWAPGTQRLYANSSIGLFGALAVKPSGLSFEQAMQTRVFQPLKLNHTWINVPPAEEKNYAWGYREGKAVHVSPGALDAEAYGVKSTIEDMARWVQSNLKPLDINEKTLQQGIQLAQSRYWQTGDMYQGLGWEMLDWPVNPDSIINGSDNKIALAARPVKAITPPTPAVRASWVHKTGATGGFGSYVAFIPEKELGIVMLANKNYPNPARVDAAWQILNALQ
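AmpC (5.3 nM in the dispensed reagent) in 20 mM phosphate pH 7.0 with 0.01% (detergent screen) or 0.0001% Triton X-100 was preincubated with compounds for 15 min at room temperature. Nitrocefin was then added from an 800 uM solution, and hydrolysis was followed at 480 nm.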
Cycloheximide cs – Cycloheximide Counterscreen for Small Molecule Inhibitors of Shiga Toxin; cell reporter, cycloheximide protein synthesis inhibition counterscreen; max response, %; hit rate 12% among 300,000; AID 2314, 2010; in the data active = max response mostly above about 13%, no sharp cut-off; inactive = mostly below about 14%; note: read at 38.3 µM for the half of the compounds with a filed dose; 0% is about no effect
AmpC no deterg – qHTS Inhibitors of AmpC Beta-Lactamase (assay without detergent). AmpC nitrocefin hydrolysis, absorbance 480 nm, 0.0001% Triton. P00811. AID 485341, 2010. hit rate 0.52% among 330,000. Potency, µM (titrated, usually from 57.1 µM), for inactives: at the top dose activity change, negative = inhibition, usual class: inhibitors;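 note: potency is the fitted concentration of half-maximal effect; plate controls were no compound for no effect and no enzyme for full effect; nearly all actives have a fitted effect of over 20% in size; some results filed as inactive show a strong effect at the top dose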
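AmpC (5.3 nM in the dispensed reagent) in 20 mM phosphate pH 7.0 with 0.01% (detergent screen) or 0.0001% Triton X-100 was preincubated with compounds for 15 min at room temperature. Nitrocefin was then added from an 800 uM solution, and hydrolysis was followed at 480 nm.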
AMA1 RON2 block – qHTS for Inhibitors of AMA1-RON; Towards Development of Antimalarial Drug Lead: Primary Screen; Plasmodium falciparum AMA1 (3D7) - RON2 peptide interaction; AlphaScreen AMA1-biotinylated RON2 peptide binding; Potency, µM (highest dose often 58.2 µM), for inactives: at the highest dose activity change, negative = inhibition, hits mostly inhibitors; hit rate 0.2% among 360,000; AID 720542, 2013;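 note: potency is the fitted concentration of half-maximal effect; 0% = vehicle wells and -100% = peptide control; nearly all actives have a fitted effect of over 45% in size; some results filed as inactive show a strong effect at the top dose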
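AMA1 (3D7) with his tag at 25 nM final met compounds first, then biotinylated RON2 peptide at 25 nM; detection used donor plus acceptor beads, 10 µg/mL apiece, read by AlphaScreen after 30 min at room temperature.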
Numbers without * were called inactive; ? = inconclusive; . = no result given; [ ] = another dose, or the depositor's remark. Unless noted, calls come from the whole dose curve; as a rule, active = well fitted curve in the direction sought with a large enough effect; inconclusive = small, poorly fitted or top-dose-only effect, or another doubt; inactive = no such curve, though single readings can be large; an effect the other way counts as inactive or inconclusive. Compounds as they come; overall some 16% were active at least once.

1) CCCCn1c(CNC(C)=O)nc2ccccc21
2) Cc1ccc(-c2cc(N)n(Cc3ccc(Cl)cc3)n2)cc1
3) CC(=O)c1cc(F)ccc1OCC(=O)N1CCN(c2ccc(F)cc2)CC1
4) CC(NC(=S)NC(=O)c1cccs1)c1ccccc1 (stereo not given)
5) CNC(=O)CCn1nc(-c2ccc(Cl)cc2)c2ccccc2c1=O
6) CCC(=O)NC1CC2CCCC(C1)N2Cc1ccc(C)cc1 (stereo not given)

Screen / compound no. | 1 | 2 | 3 | 4 | 5 | 6
Shiga toxin inh | -4 | 33 | -5 | . | -2 | -10
HCMV inh | 4 | -22 | -28 | 11 | ? | -15
FBPA Giardia inh | 3% | -1% | 6% | . | 5% | -5%
AmpC detergent | -1% | ? | 4% | . | ? | -1%
Cycloheximide cs | -1 | 22 | -3 | . | -5 | -7
AmpC no deterg | -3% | -26% | 13% | -32% | 26% | -1%
AMA1 RON2 block | -9% | -25% | -2% | 51%[activator] | -7% | -4%

7) O=C(Nc1nnc(Cc2ccccc2)s1)C1CCC1
8) Clc1ccc(CO/N=C2\CCCc3nonc32)c(Cl)c1
9) Cc1cc(NC(=O)CSc2nnc(C)c(=O)n2N)no1
10) Clc1ccc(-c2nnc(-c3ccc(Br)o3)o2)c(Cl)c1
11) Cc1cc(C)c(S(=O)(=O)NCC2CCC(C(=O)NCCCN3CCOCC3)CC2)c(C)c1 (stereo not given)
12) COc1ccc(-n2c(SCC(=O)N3CCOCC3)nc3ccccc3c2=O)cc1

Screen / compound no. | 7 | 8 | 9 | 10 | 11 | 12
Shiga toxin inh | 20 | -1 | 5 | 30 | 15 | -10
HCMV inh | 10 | 2 | ? | 33 | -34 | ?
FBPA Giardia inh | 2% | 2% | -2% | 4% | 1% | .
AmpC detergent | 5% | -19% | 7% | ? | ? | -1%
Cycloheximide cs | 0 | -2 | -5 | 15* | -1 | -4
AmpC no deterg | -23% | -25% | -16% | -13% | 187%[activator] | 160%
AMA1 RON2 block | 5% | 41%[activator] | 22% | 35%[activator] | -7% | 11%

13) CCOc1ccc(NC(=O)COc2ccc(S(=O)(=O)N3CCCC3)cc2)cc1
14) CCC(CC)NCC(O)COc1ccc(Br)cc1 (stereo not given)
15) O=C(Cc1ccccc1)Nc1c(C(=O)N2CCOCC2)cnn1-c1ccccc1
16) Cc1ccc(-c2nc(CSCC(=O)N3CCCC3)c(C)o2)cc1
17) COc1ccc(C(=O)NCc2ccc(Cl)c(Cl)c2)cc1OC
18) Cc1ccc(C(C)C)c(OCCCNCc2cccnc2)c1

Screen / compound no. | 13 | 14 | 15 | 16 | 17 | 18
Shiga toxin inh | 23 | -11 | 4 | 37 | 20 | -7
HCMV inh | -22 | -31 | -3 | ? | -15 | ?
FBPA Giardia inh | 3% | ? | 5% | -5% | 9% | -19%
AmpC detergent | -4% | 3% | ? | ? | 1% | 3%
Cycloheximide cs | 1 | -5 | -2 | 13 | 1 | -5
AmpC no deterg | -16% | -23% | -23% | 66%[activator] | 1% | 20%
AMA1 RON2 block | -19% | -13% | 7% | 15% | 0% | -6%

Complete entries, looked up by structure. Screens in order: Shiga toxin inh, HCMV inh, FBPA Giardia inh, AmpC detergent, Cycloheximide cs, AmpC no deterg, AMA1 RON2 block
Profile of CCOc1ccc(NC(=O)COc2ccc(S(=O)(=O)N3CCCC3)cc2)cc1 → 23, -22, 3%, -4%, 1, -16%, -19%
Profile of Cc1ccc(-c2nc(CSCC(=O)N3CCCC3)c(C)o2)cc1 → 37, ?, -5%, ?, 13, 66%[activator], 15%
Profile of O=C(Cc1ccccc1)Nc1c(C(=O)N2CCOCC2)cnn1-c1ccccc1 → 4, -3, 5%, ?, -2, -23%, 7%
Profile of Cc1ccc(C(C)C)c(OCCCNCc2cccnc2)c1 → -7, ?, -19%, 3%, -5, 20%, -6%

Carrying on:
19) COCCNC(=O)/C(C#N)=C/c1c(N2CCN(c3ccccc3)CC2)nc2ccccn2c1=O
20) CCn1c(CNc2cccc(Cl)c2)nnc1SCc1ccccc1
21) Cc1ccc(Cn2c(=O)c3ccccc3n3nc(C)cc23)cc1
22) Cc1ccc(S(=O)(=O)N2CCCC2C(=O)Oc2ccccc2)cc1 (stereo not given)
23) c1ccc(COc2ccc(-c3sc(Nc4ccccc4)n[n+]3-c3ccccc3)cc2)cc1
24) CCOc1cc(NC(=O)c2ccco2)c(OCC)cc1NC(=O)COc1ccccc1

Screen / compound no. | 19 | 20 | 21 | 22 | 23 | 24
Shiga toxin inh | 6 | -31 | 21 | -4 | 35* | 33
HCMV inh | 69 | -10 | -22 | -27 | . | 10
FBPA Giardia inh | -6% | 1% | -12% | 1% | ? | -17%
AmpC detergent | -1% | -7% | 8% | 11% | -8% | -5%
Cycloheximide cs | -3 | -6 | 2 | 6 | 20* | -3
AmpC no deterg | 104%[activator] | -3% | 38% | 3% | -46% | -20%
AMA1 RON2 block | 0% | -4% | 6% | 8% | . | -6%

25) COc1ccc(/C=C2/N=C(c3cccs3)OC2=O)cc1OC(C)C
26) O=C(O)CCC(=O)c1cccc2ccccc12
27) Cc1ccc(N(CC(=O)NC2CCC(C)CC2)S(=O)(=O)c2cccnc2)cc1 (stereo not given)
28) Cc1cccc(NC(=O)CSCC(=O)Nc2cccc3ncccc23)c1
29) Clc1ccc(-c2csc(-c3ccncc3)n2)cc1
30) O=C(NCc1ccccn1)C1CCCN(S(=O)(=O)c2ccc(Br)cc2)C1 (stereo not given)

Screen / compound no. | 25 | 26 | 27 | 28 | 29 | 30
Shiga toxin inh | 18 | -10 | -25 | . | 78* | -13
HCMV inh | -16 | 18 | 8 | 1 | 104 | 14
FBPA Giardia inh | 7% | 9% | 1% | . | 0% | -2%
AmpC detergent | -2% | -11% | ? | 0% | -4% | 3%
Cycloheximide cs | -2 | -3 | -7 | . | 49* | -2
AmpC no deterg | -19% | -12% | 65%[activator] | -10% | -1% | .
AMA1 RON2 block | 24% | -6% | -10% | -20% | 18% | 4%

31) Cc1cccc(C(=O)N[C@H](C(=O)Nc2ccc(C)c(S(=O)(=O)N3CCOCC3)c2)C(C)C)c1
32) COc1ccc(CCNC(=O)C2CC(=O)N(CCc3ccc(C)cc3)C2)cc1OC (stereo not given)
33) COc1ccccc1NC(=O)c1ccc[n+]([O-])c1
34) Cc1[nH]c2ccccc2c1CC#N
35) NC(=O)Cn1cnc2nc3n(c2c1=O)CCC3
36) CC1CCN(C(=O)C2CCN(S(=O)(=O)c3cccs3)CC2)CC1

Screen / compound no. | 31 | 32 | 33 | 34 | 35 | 36
Shiga toxin inh | . | -4 | 7 | 16 | 15 | 41
HCMV inh | 6 | -11 | 67 | 30 | 18 | -29
FBPA Giardia inh | . | 0% | 4% | -18% | -1% | 1%
AmpC detergent | . | 0% | ? | -9% | -5% | -10%
Cycloheximide cs | . | -1 | -3 | 1 | 1 | 17*
AmpC no deterg | 115%[activator] | 73%[activator] | 41% | -17% | -11% | 6%
AMA1 RON2 block | 14% | -7% | -8% | -1% | 5% | 14%

(continued)
The line under a structure holds: Shiga toxin inh	HCMV inh	FBPA Giardia inh	AmpC detergent	Cycloheximide cs	AmpC no deterg	AMA1 RON2 block
37) COc1ccc(C(=O)/C=C/C(=O)N(CC(=O)NCCC(C)C)Cc2cccs2)c(O)c1
 : -5	-100*	2%	1%	7	56%	0%
38) CC(NC(=O)c1ccc(F)cc1F)C1CC2CCC1C2 (stereo not given)
 : 10	-28	3%	-6%	-1	-6%	8%
39) Cc1cc(=O)[nH]c(-n2ncc(C#N)c2N)n1
 : -5	-8	?	-6%	-1	-17%	100%[activator]
40) C=CCOc1ccc(Br)cc1CNC(C)(C)C
 : -11	20	-3%	6%	-6	-20%	-1%
41) CCOc1cc(/C=C2/SC(=S)N(CC3CCCO3)C2=O)ccc1O (stereo not given)
 : 44	59	-4%	2%	16	-21%	7%
42) COc1ccccc1N1CCN(/N=C/c2ccccc2C(=O)O)CC1
 : 28*	79	6%	?	17*	1%	-11%
43) CCOC(=O)CN1C(=O)S/C(=C/c2ccco2)C1=O
 : 20	-24	3%	?	15*	-20%	2%
44) COc1cc(CC(=O)NC(c2ccccc2)c2ccccc2)cc(OC)c1OC
 : -14	21	0%	7%	0	34%	-5%
45) NC(=O)CN1C(=O)C(=O)N(Cc2ccc(F)cc2)C1=O
 : -5	29	-1%	-13%	10	-21%	-3%
46) Cc1ccc(SCCC(=O)Nc2nccs2)cc1
 : 61	-36	0%	-1%	9	-43%	?
47) c1ccc(Oc2nc(-c3ccccn3)nc3ccccc23)cc1
 : 35*	?	-7%	-7%	36*	49%	55%[activator]
48) COc1ccc(CNC(=O)N2CCN(S(=O)(=O)c3ccccc3F)CC2)cc1
 : 2	1	-3%	-2%	2	-2%	-3%
49) CCN(C(=O)COC(=O)c1ccco1)c1c(N)n(Cc2ccccc2)c(=O)[nH]c1=O
 : .	0	.	0%	.	-2%	10%
50) CC1(C)Cc2c(sc(NC(=O)c3ccc(C(=O)c4ccccc4)cc3)c2C(N)=O)C(C)(C)N1
 : -21	-100*	.	-2%	5	181%[activator]	-22%
51) O=Cc1cn(-c2ccccc2)nc1-c1ccccc1
 : 45*	?	5%	?	44*	-15%	16%
52) S=C(NCCc1ccccc1)NCc1cccc(Cl)c1
 : 23*	.	.	7%	19	-52%	13%
53) O=C(NCC1(N2CCCCC2)CCCCC1)c1ccc(NS(=O)(=O)c2ccccc2)cc1
 : .	-16	.	-4%	.	-24%	31%[activator]
54) Cc1ccc(-n2c(SCC(=O)N3CCOCC3)nc(O)cc2=O)cc1
 : -13	12	.	2%	6	-6%	-11%
55) CCOC(=O)c1oc2ccc(Cl)cc2c1NC(C)=O
 : -17	6	2%	?	-5	15%	0%
56) CC(=O)Cn1c(CN2CCCCC2)nc2ccccc2c1=O
 : -9	8	-2%	-14%	-1	-8%	5%
57) CCc1nnc(NS(=O)(=O)c2ccc(NCc3cc(Br)ccc3O)cc2)s1
 : -6	.	.	-8%	1	-53%	7%
58) CCCn1c2ccccc2c2cnn(CC(=O)NC3CCC(C)CC3)c(=O)c21 (stereo not given)
 : -4	20	.	1%	-1	6%	-11%
59) CCCCNC(=O)CSc1nc2ccccc2n1S(=O)(=O)c1ccc(Cl)cc1
 : 16	?	3%	?	7	-17%	-1%
60) N/C(=N\N=C/c1ccc(Br)cc1)N/N=C\c1ccc(Br)cc1
 : -26	-24	-7%	1%	8	-44%	-7%

Bioassay records (PubChem BioAssay)
